Assay outcomes (PubChem BioAssay)
CDK5 p35 inh: blocks human CDK5/p35 kinase activity | Q00535+Q15078 | Recombinant CDK5/p35, ADP-Glo luminescence, 60 min | inhibition, % at 10 µM | 0.01% of 330,000 active | AID 488839;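 active means highest replicate inhibition of at least 50% and at least 75% of replicates reaching 50%; inconclusive means only one of the two criteria met; inactive means both criteria failed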;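 further: plate controls were DMSO neutral control for no effect and GW8510 at 10 µM for full effect; many of its hits are not listed in these tables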
Rtt109 HAT inh: inhibitors of Candida albicans Rtt109/Vps75 histone acetyltransferase. Q5AAJ8. purified Rtt109/Vps75, ThioGlo CoA-SH fluorescence, 4 h. inhibition, % at 34.9 µM. 0.16% of 330,000 active;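 active means inhibition of at least 50% in every replicate; inconclusive means best replicate reaches 50% inhibition but some replicates fall short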
Target sequence (Q5AAJ8 whole entry, looked up): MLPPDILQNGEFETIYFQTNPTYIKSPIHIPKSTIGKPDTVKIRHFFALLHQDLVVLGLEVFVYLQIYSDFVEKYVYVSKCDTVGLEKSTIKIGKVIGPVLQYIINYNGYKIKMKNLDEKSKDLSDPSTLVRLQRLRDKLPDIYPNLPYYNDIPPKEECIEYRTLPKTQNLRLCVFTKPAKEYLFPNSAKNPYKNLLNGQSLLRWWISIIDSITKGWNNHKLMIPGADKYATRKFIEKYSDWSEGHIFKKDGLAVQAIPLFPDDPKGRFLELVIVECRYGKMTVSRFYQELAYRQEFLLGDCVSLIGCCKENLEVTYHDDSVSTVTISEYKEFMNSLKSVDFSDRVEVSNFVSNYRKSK
HTR5A ag ctr: HTR5A agonism, opioid heterodimer counter-screen | activation, % at 9.3 µM | HTR5A agonist assay, luminescence, cell-based | 0.61% of 340,000 active; in the data active means activation mostly above about 9.5%, no sharp cut-off; inactive means mostly below about 7.6%;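 further: 0% = cells with vehicle only and 100% = reference agonist; strong numbers were not always called active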
Target sequence (P47898 whole entry, looked up): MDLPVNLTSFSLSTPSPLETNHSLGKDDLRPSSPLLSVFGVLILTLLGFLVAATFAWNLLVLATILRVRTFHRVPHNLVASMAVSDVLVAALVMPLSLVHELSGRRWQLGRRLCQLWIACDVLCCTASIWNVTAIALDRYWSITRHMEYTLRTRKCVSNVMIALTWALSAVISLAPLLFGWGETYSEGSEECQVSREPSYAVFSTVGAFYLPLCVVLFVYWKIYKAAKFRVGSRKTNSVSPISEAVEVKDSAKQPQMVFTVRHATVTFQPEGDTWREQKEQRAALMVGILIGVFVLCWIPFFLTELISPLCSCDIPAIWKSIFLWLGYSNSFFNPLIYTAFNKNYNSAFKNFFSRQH
PvdQ inh: P. aeruginosa PvdQ acylase inhibition | purified PvdQ acylase, fluorescence plate reader | inhibition, % at 10 µM | 0.063% of 340,000 active; in the data active means inhibition above about 30%, passing the limit was not always enough; inconclusive means no clear call, values can overlap the other calls;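 further: 0% = vehicle neutral wells and 100% = reference inhibitor wells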
SR-BI DiI inh: blocks mouse SR-BI lipid uptake from DiI-HDL; ldlA[mSR-BI] CHO cells, DiI-HDL uptake fluorescence, 3 h; inhibition, % at 12.5 µM; 0.96% of 320,000 active; AID 488896; Q61009;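 active means mean replicate inhibition of at least 70% and a set share of replicates each scoring 70 or more; inconclusive means meets just one of the two criteria; inactive means fails both criteria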;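 further: 0% = median of neutral control wells and 100% = median of positive control wells; values of inactives mirror those of a sister screen read the other way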
MITF act: MITF TRPM1 promoter activation in melanoma cells; SK-MEL-5 TRPM1-promoter luciferase, 24 h; % of positive control, neutral wells = 0; activation, % at 12.5 µM; 0.75% of 300,000 active;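 active means mean activation of at least 80% with every replicate also reaching 80%; inconclusive means mean reaches 80% but some replicate falls short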;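 further: 0% = neutral control wells and 100% = parthenolide positive control wells; values of inactives mirror those of a sister screen read the other way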
RTF Ca sens act: cardiac RTF calcium sensitization; 0.24% of 340,000 active; IANBD-labeled TnC RTF fluorescence at EC20 calcium; 0% EC20 calcium, 100% full calcium; activation, % at 7.2 µM; AID 493008;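 active means activation above the mean over all tested compounds plus 3 SD, cut at about 30% in these data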;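 further: rise in fluorescence read as greater calcium sensitivity of cardiac thin filaments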
dFosB act: enhances mouse delta FosB homodimer DNA binding; purified delta FosB, TAMRA-CDK5 oligo fluorescence polarization; percent of positive-control signal above neutral wells; AID 493131; 0.99% of 340,000 active; activation, % at 25 µM;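 active means mean activation above about 17%, with every replicate also reaching it, limit read from the data, passing the limit was not always enough; inconclusive means only one of the two conditions met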;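 further: fluorescence polarization rise as delta FosB binds a TAMRA Cdk5 AP-1 oligo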
Target sequence (P13346 whole entry, looked up): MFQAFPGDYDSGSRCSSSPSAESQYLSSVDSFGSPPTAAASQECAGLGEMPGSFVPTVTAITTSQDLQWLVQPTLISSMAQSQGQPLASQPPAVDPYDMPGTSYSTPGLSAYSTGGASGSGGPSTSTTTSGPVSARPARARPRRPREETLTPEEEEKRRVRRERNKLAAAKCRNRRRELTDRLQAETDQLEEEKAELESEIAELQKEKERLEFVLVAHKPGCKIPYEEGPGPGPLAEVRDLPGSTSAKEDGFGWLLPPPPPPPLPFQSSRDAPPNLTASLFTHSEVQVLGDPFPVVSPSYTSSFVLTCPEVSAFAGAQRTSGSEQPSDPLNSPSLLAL
Wnt act: Wnt/beta-catenin pathway activation; activation, % at 9.35 µM; 1.2% of 300,000 active; AID 743398; Wnt/beta-catenin reporter cell assay, activator, plate reader; in the data active means activation above about 30%, passing the limit was not always enough; inconclusive means no clear call, values can overlap the other calls;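 further: 0% = neutral control wells and 100% = positive control wells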
SR-BI uptake up: activators of SR-BI mediated HDL lipid uptake; CHO ldlA[mSR-BI] cells, DiI-HDL uptake fluorescence, 3 h; 100 = double the neutral-control signal; activation, % at 12.5 µM; AID 504775; 0.096% of 320,000 active;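 active means mean replicate activation of at least 60% and every replicate at or above 60%; inconclusive means mean or all-replicate condition met, but not both; inactive means mean below 60% and not all replicates reaching 60%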;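 further: 0% = median plate neutral-control signal and 100% = twice that signal; values of inactives mirror those of a sister screen read the other way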
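System: LDL receptor-deficient CHO ldlA cells overexpressing murine SR-BI | Timing: 3 h uptake period with compound, 37 °C | Medium: HEPES-buffered (25 mM, pH 7.4) F12 plus 0.5% BSA | Dosing: Single-point compound dose | Signal: Bottom-read fluorescence, 550/595 nm | Read-out: Retained DiI signal reflecting DiI-HDL uptake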
* hit, by the source's call; ? = inconclusive; . = no result given; & = joins results of further samples. No enrichment for hits; any-hit rate near 4.4%.

SMILES	CDK5 p35 inh	Rtt109 HAT inh	HTR5A ag ctr	PvdQ inh	SR-BI DiI inh	MITF act	RTF Ca sens act	dFosB act	Wnt act	SR-BI uptake up
C[C@@H]1CC[C@]2(C(=O)O)CC[C@]3(C)C(=CCC4[C@]56CC[C@@](O)(OC5)C(C)(C)C6CC[C@]43C)C2[C@H]1C (stereo not given in full)	-1.4	2	-6	-14	-4	.	1	-9	.	4
C/C=C/c1ccc(OC)c(OC(C)=O)c1	0.4	1	0	-12	4	.	10	0	-2	-4
CN(CC(=O)Nc1ccccc1Br)C(=O)c1ccccc1OCc1ccc(Cl)cc1	-1.6	-9	15	-4	43	-11	-8	-3	-1	-43
CN(C)c1ccc(CN(C(=O)c2ccco2)C2CCS(=O)(=O)C2)cc1 (stereo not given)	1.0	-19	-2	-16	-16	-1	10	6	-1	16
CCOC(=O)N/N=C\c1ccc(OC(=O)c2ccco2)cc1	-0.5	-8	-1	-10	8	4	1	-8	2	-8
CCOC(=O)Cc1csc(NC(=O)Cc2ccc(Br)cc2)n1	-0.2	-3	-5	-4	-14	-3	3	0	0	14
COc1cc(OC)cc(-c2cc3ccc(OC)cc3cn2)c1	1.7	6	0	-11	90*	64	3	-5	16	-90
CCC(=O)N1CCN(c2ccccc2NC(=O)Cc2ccc(Cl)cc2)CC1	-0.5	3	-5	-8	27	-9	1	-2	.	-27
Cc1ccc(CNc2ccc3c(c2)ncn3C(C)(C)C)cc1	-0.7	-2	-2	-10	.	74	-6	-11	-1	.
CCOC(=O)NN1C(=O)c2ccccc2NC1c1ccccn1 (stereo not given)	-2.2	-33	6	0	-14	5	2	1	-2	14
Cc1cc(N2C(=O)C(=O)/C(=C(/O)c3ccc(Cl)cc3)C2c2cccc(Br)c2)no1 (stereo not given)	-2.0	-9	1	-2	-14	10	0	-9	-2	14
O=C(CN1C(=O)c2ccccc2S1(=O)=O)Nc1ccc(S(=O)(=O)N2CCCCC2)cc1	-1.0	-1	1	-6	-24	7	-3	1	.	24
NC(=O)Cn1nnc(-c2ccccc2NC(=O)c2cnccn2)n1	-0.2	6	1	3	-19	-7	-8	0	.	19
COc1ccccc1-n1c(SCC(=O)Nc2cc(C)on2)nc2c(c1=O)SCC2	-0.3	0	-3	-4	2	-11	4	1	-1	-2
Cc1ccc(CCNC(=O)C2CCCN(S(C)(=O)=O)C2)cc1 (stereo not given)	0.8	-4	2	2	-3	-2	-3	4	-1	3
FC(F)Oc1ccc(NC(=S)NC2CCCCCCC2)cc1	0.8	0	5	1	20	37	-6	-4	-3	-20
CC(C)(C)NC(=O)NC(=O)CN1C(=O)NC(C)(c2ccccc2)C1=O (stereo not given)	-4.4	-1	4	-23	-9	0	-4	2	1	9
COc1ccc(CCN(C)CCCN2CC(c3ccccc3)CC2=O)cc1OC (stereo not given)	1.6	-8	1	-5	-20	-17	2	2	4	20
COc1ccc(OC)c2[nH]c(=O)c(CCNC(=S)NC(C)(C)C)cc12	-1.0	.	-5	-16	19	8	8	-7	-3	-19
O=C(Nc1ccc(F)cc1)Nc1cnccn1	6.0	-8	1	1	0	8	0	-3	1	0
Cc1cccc(NS(=O)(=O)c2ccc(C)c(C(=O)N3CCN(C(=O)c4ccco4)CC3)c2)c1	0.2	4	0	-16	13	0	-4	-3	5	-13
COC(=O)c1sc(-c2ccccc2)cc1NC(=O)c1ccc(OC)cc1	-2.5	.	2	-2	58	-11	1	-8	?	-58
CCCCSc1nc2c(cnn2-c2ccc(F)cc2)c(=O)[nH]1	1.0	-12	7	-15	-20	6	3	?	-3	20
O=C(NC1CCN(S(=O)(=O)c2ccc(Cl)c(F)c2)CC1)c1cccnc1	0.1	1	2	-8	.	.	-1	2	-2	.
Brc1ccc(CN2CCSCC2)cc1	2.2	3	1	10	-41	-5	-1	-4	0	41

Compounds listed so far with an aryl thioether with sulfur outside any ring, in the order listed:
SMILES	CDK5 p35 inh	Rtt109 HAT inh	HTR5A ag ctr	PvdQ inh	SR-BI DiI inh	MITF act	RTF Ca sens act	dFosB act	Wnt act	SR-BI uptake up
COc1ccccc1-n1c(SCC(=O)Nc2cc(C)on2)nc2c(c1=O)SCC2	-0.3	0	-3	-4	2	-11	4	1	-1	-2
CCCCSc1nc2c(cnn2-c2ccc(F)cc2)c(=O)[nH]1	1.0	-12	7	-15	-20	6	3	?	-3	20

Continued:
SMILES	CDK5 p35 inh	Rtt109 HAT inh	HTR5A ag ctr	PvdQ inh	SR-BI DiI inh	MITF act	RTF Ca sens act	dFosB act	Wnt act	SR-BI uptake up
CC(C)(C)CC(C)(C)Nc1c(-c2ccc(O)cc2)nc2cnccn12	-1.0	-4	0	-5	57	-4	3	-13	.	-57
CC(C)(C)c1ccc(C(CC(=O)O)NC(=O)Cc2ccccc2)cc1 (stereo not given)	-2.3	0	-1	-11	-11	-2	-1	-5	0	11
COC(=O)C1(C)NC(c2cccs2)C2C(=O)N(c3ccc(F)cc3)C(=O)C21 (stereo not given)	-0.5	4	0	5	-8	.	0	8	.	8
Cc1ccc(C)c(S(=O)(=O)NCC(=O)N2CCCC2)c1	0.1	-3	-1	-1	-19	.	0	9	-1	19
CCOC(=O)C(C)N1N=C(/C=C/c2ccc(OC)cc2)CCC1=O (stereo not given)	-0.5	2	-6	2	15	.	0	-5	-1	-15
COc1cccc(OC)c1C(=O)OCC(=O)Nc1ccc(OC(F)(F)F)cc1	0.3	8	0	-14	39	.	1	-7	.	-39
CC1CCCN(CCC(=O)Nc2ccc(F)c(F)c2)C1 (stereo not given)	0.0	4	2	-9	11	.	-2	-6	-1	-11
O=C(O)c1ccc2nc3c(nc2c1)-c1ccccc1C3=O	3.8	8	11	-9	-14	-8	7	-12	5	14
COc1ccc(C)cc1NC(=O)C1CCCN1C(=O)OCc1ccccc1 (stereo not given)	-0.1	-3	-2	-3	.	-7	2	-3	.	.
Cc1ccc(Nc2nc(/N=C/N(C)C)n[nH]2)cc1C	0.3	-1	0	-5	-19	70	-3	-2	12	19
COc1ccc(/C=N/NC(=O)c2ccc(N3CCCC3=O)cc2)cc1	0.4	-3	3	-3	.	2	0	-10	-2	.
NC(=O)c1ccsc1NC(=O)c1cc(=O)c2ccccc2o1	-0.4	-5	8	-6	6	130*	4	2	22	-6
C=CCC1(CC=C)CCCN1C(=O)c1cc(COc2cccc(OC)c2)on1	1.6	-17	5	-6	7	-6	4	-6	-2	-7
O=C(CNC(=O)c1cccc(F)c1)N/N=C/c1ccc(O)c([N+](=O)[O-])c1	-0.3	0	-3	0	-12	4	3	0	2	12
O=C(c1ncc[nH]1)c1ccco1	0.6	-5	1	-11	-2	7	-3	2	6	2
O=C(CN1CCN(Cc2ccccc2)CC1)Nc1ccc(N2CCOCC2)cc1	3.5	-4	0	-5	-9	-6	-3	-6	-2	9
O=C(CN1C(=O)CCC1=O)Nc1cccc2c1C(=O)NC2=O	2.7	-10	1	-8	-5	-6	6	-4	-1	5
CCN1C(=O)c2ccccc2S(=O)(=O)c2ccc(C(=O)NCCOC)cc21	0.5	-2	-2	-3	-10	-2	-4	-6	2	10
Cc1ccc(OC(C)C(=O)Nc2ccc(F)cc2)c([N+](=O)[O-])n1 (stereo not given)	0.1	2	-3	-1	16	9	2	-4	-1	-16
Cc1cc(O)c(-c2cc(C(=O)NCc3ccc4c(c3)OCO4)[nH]n2)cc1C	0.3	10	2	9	-21	.	0	9	-5	21
NC(N)=NC(=O)c1nc(Cl)c(N)nc1N	3.9&2.5&2.6	1&-1&-18	-5&4&-4	-5&17&-12	-1&-7&-21	-5&-3&-20	0&1&-1	4&8&0	1&2&-15&3	1&7&21
COc1ccc(NS(=O)(=O)c2cn(C)cn2)c(OC)c1	.	7	-2	7	-24	12	-2	-6	-4	24
Cc1cc(C(=O)NNC(=O)Nc2ccccc2)no1	-1.3	5	5	-13	-30	10	14	-6	2	30
CC(C)=CCc1c(O)cc2c(c1O)C(=O)CC(c1ccccc1)O2 (stereo not given)	-0.4	-13	4	-1	3	-19	-1	-3	0	-3
CN1CCc2c(C#N)c(N3CCCCC3)nc(NCc3ccccc3)c2C1	1.0	-3	3	-7	6	.	-1	-25	.	-6

3 compounds already listed, sorted by the number in SR-BI DiI inh, largest number first:
Structure,SR-BI DiI inh
O=C(c1ncc[nH]1)c1ccco1,-2
COC(=O)C1(C)NC(c2cccs2)C2C(=O)N(c3ccc(F)cc3)C(=O)C21 (stereo not given),-8
Cc1cc(C(=O)NNC(=O)Nc2ccccc2)no1,-30

One compound at a time, as listed above:
COc1ccc(OC)c2[nH]c(=O)c(CCNC(=S)NC(C)(C)C)cc12 is listed as CDK5 p35 inh = -1.0; Rtt109 HAT inh = .; HTR5A ag ctr = -5; PvdQ inh = -16; SR-BI DiI inh = 19; MITF act = 8; RTF Ca sens act = 8; dFosB act = -7; Wnt act = -3; SR-BI uptake up = -19
Cc1cccc(NS(=O)(=O)c2ccc(C)c(C(=O)N3CCN(C(=O)c4ccco4)CC3)c2)c1 is listed as CDK5 p35 inh = 0.2; Rtt109 HAT inh = 4; HTR5A ag ctr = 0; PvdQ inh = -16; SR-BI DiI inh = 13; MITF act = 0; RTF Ca sens act = -4; dFosB act = -3; Wnt act = 5; SR-BI uptake up = -13

Further structures:
SMILES	CDK5 p35 inh	Rtt109 HAT inh	HTR5A ag ctr	PvdQ inh	SR-BI DiI inh	MITF act	RTF Ca sens act	dFosB act	Wnt act	SR-BI uptake up
C=CCN(C(=O)c1cccc(N2C(=O)C3CC=CC(C)C3C2=O)c1)c1ccccc1 (stereo not given)	-1.1	3	-5	-7	17	-13	-1	-6	-1	-17
CC(NC(=O)COC(=O)COc1ccc(C(=O)c2ccccc2)cc1)c1ccccc1 (stereo not given)	-0.5	9	2	2	-36	2	0	-12	0	37
CN(Cc1ccccc1)C(=O)c1[nH]cnc1C(=O)NCc1ccc(CNC(=O)OC(C)(C)C)cc1	-1.1	-3	-4	9	2	-13	-5	-3	-3	-2
O=C1OCc2cc(-n3cccc3)ccc21	0.5	2	-1	11	-8	21	-2	3	1	8
CCOC(=O)C1=C(c2ccccc2)ON(C)C1c1ccccc1 (stereo not given)	1.4	1	-2	-1	-25	3	-7	0	.	25
COC(=O)C1=C(C)N(CCc2c[nH]c3ccccc23)C(=O)/C1=C\N(C)C	4.3	10	-6	5	-2	-2	-4	-7	3	2
N#Cc1c(N)nc(SCC(=O)OCc2ccccc2)c(C#N)c1-c1ccco1	-0.4	2	0	4	-11	.	1	-12	.	11
CCOc1ccc(CCNC(=O)CCNS(=O)(=O)c2ccc(Br)cc2)cc1OCC	-0.8	4	-1	-8	25	-8	-2	-11	-2	-25
NC(=O)CN1CCCC1c1ccc2c(c1)OCCO2 (stereo not given)	0.2	2	2	1	.	-3	2	8	1	.
